Screens from PubChem.
KCNH2 3.1 block: blocks the human KCNH2 3.1 channel isoform; U2OS KCNH2 3.1, thallium flux FluxOr; stronger effect = lower value; activity change, % (tested at about 1.8 µM); 0.95% of 340,000 active; AID 720553;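 active = maximum activity change below -70%; inconclusive = maximum activity change from -70% to -50%; inactive = maximum activity change above -50%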;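 note: thallium influx rate constant from kinetic fluorescence after stimulation buffer; % is set by controls: 0 for no effect and ±100 for the full control effect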
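Thallium flux read-out: FluxOr dye with Red40 quencher in HBSS/HEPES, 45 min at RT. Rate constants from kinetic reads were normalized to positive and negative DMSO controls. Cells: U2OS virally expressing the 3.1 isoform.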
TRPV1 agonist: human TRPV1 agonism; TRPV1-expressing cells, Fluo-8 calcium influx, agonist mode; activation, % at 8.33 µM; 0.19% of 320,000 active; AID 540275; in the data active = activation above about 80%; inconclusive = between about 30% and that limit; note: 0% is about no effect
Target sequence (Q8NER1 whole entry, looked up): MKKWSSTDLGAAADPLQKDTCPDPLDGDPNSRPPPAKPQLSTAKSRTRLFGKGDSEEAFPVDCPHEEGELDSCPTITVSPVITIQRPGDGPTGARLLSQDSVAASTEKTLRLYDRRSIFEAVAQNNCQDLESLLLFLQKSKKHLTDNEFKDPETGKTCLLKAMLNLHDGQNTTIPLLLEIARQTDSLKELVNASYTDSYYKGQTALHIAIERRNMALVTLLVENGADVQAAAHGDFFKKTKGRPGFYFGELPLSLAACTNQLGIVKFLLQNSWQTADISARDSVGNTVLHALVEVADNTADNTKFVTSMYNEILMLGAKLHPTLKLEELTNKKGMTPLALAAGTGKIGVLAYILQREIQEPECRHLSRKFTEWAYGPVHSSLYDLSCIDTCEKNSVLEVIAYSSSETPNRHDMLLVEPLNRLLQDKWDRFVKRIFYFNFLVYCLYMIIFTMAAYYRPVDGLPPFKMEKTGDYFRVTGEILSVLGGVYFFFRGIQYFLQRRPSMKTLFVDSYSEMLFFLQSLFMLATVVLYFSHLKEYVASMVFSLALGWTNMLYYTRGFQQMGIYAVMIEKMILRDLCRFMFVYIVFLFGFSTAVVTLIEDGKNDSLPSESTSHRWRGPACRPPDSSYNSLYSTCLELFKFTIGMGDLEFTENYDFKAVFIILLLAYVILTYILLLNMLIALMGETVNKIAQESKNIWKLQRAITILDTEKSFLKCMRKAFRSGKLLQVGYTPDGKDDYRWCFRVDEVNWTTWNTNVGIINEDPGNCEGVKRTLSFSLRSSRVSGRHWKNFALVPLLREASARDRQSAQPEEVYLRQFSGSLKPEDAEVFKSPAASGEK
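TRPV1-expressing cells were cultured overnight at 35.5C and loaded with Fluo-8 calcium dye for 40 to 90 min at room temperature. After a 10 s baseline, compound was added and calcium influx was read kinetically for 3 min (ex 480/em 520 nm).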
B2AR arrestin: agonists driving beta-arrestin recruitment to human beta2-adrenergic receptor. AID 492947. beta-arrestin recruitment to beta2AR, cell-based reporter. P07550. Potency, µM (top dose mostly 46.1 µM), for inactives: top-dose activation, usual class: activators. 0.02% of 330,000 active;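 note: potency is the fitted concentration of half-maximal effect; 0% = DMSO controls and full agonism = EC100 isoproterenol or metaproterenol; nearly all actives have a fitted effect of over 65% in size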
hERG WT inh: inhibitors of human wildtype KCNH2 potassium channel | U2OS, BacMam KCNH2, thallium flux FluxOr; stronger effect = lower value | Q12809 | activity change, % at 1.84 µM | 0.37% of 340,000 active;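 active = maximum activity change below -70%; inconclusive = maximum activity change between -70% and -50%; inactive = maximum activity change above -50%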; note: % is set by controls: 0 for no effect and ±100 for the full control effect
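U2OS cells were transduced with wild-type KCNH2 virus (2.03 x 10^8 / mL) for 4 h at room temperature, then cultured overnight at 37 C. Thallium flux was read with FluxOr dye. Rate constants were normalized to DMSO controls.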
Giardia killer: Giardia lamblia killing; AID 540267; activity change, % at 7.66 µM, hits read low; Giardia lamblia trophozoite viability; 0.15% of 340,000 active; in the data active = activity change below about -80%; inconclusive = between about -30% and that limit;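 note: parasites exposed to compound for two days anaerobically before the ATP read; % is set by controls: 0 for no effect and ±100 for the full control effect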
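Each well holds 100 Giardia trophozoites and compound. After two days (48 hrs) at 37 deg C in anaerobic conditions, ATP is quantified by luminescence.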
USP2a block: blocks human ubiquitin-specific protease USP2a; USP2 core, Ub-CHOP2 coupled fluorogenic reporter, 485/531; Potency, µM (series often up to 38.3 µM), without a hit: at the top dose activity change, negative = inhibition, most hits filed as inhibitors; AID 463254; O75604; 0.01% of 330,000 active;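 note: potency is the fitted concentration of half-maximal effect; plate controls were DMSO wells for no effect and full inhibition by NEM control for full effect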
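Deubiquitinase activity read as fluorescence (485/531 nm) after Ub-CHOP2 cleavage activates the enterokinase reporter on its substrate; USP2 core 10nM, Ub-CHOP2 and substrate 25nM each, 30min compound preincubation then 60min RT; data normalized to NEM, curves fitted.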
CXXC DNA block: MLL CXXC-DNA interaction inhibition; Potency, µM (series often up to 115 µM), for inactives: top-dose activity change, negative = inhibition, most hits filed as inhibitors; 0.037% of 290,000 active; Q03164; MLL-CXXC / FITC-HOXA9 DNA fluorescence polarization; active = well fitted inhibition curve with a large enough effect in the polarisation, with a control signal flat, not every such curve was filed as active; inconclusive = small, poorly fitted or top-dose-only effect, or effect the other way, or a change in a side signal; inactive = no such curve, though single readings can be large or run the other way; the % refers to the polarisation; note: potency is the fitted concentration of half-maximal effect
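Fluorescence polarization: 7 uM MLL-CXXC (stock) preincubated 5 min with compounds, then 50 nM fluorescein-HOX-A9 DNA (stock) added; 30 min ambient. Buffer 50 mM Tris-HCl pH 7.5, 50 mM NaCl, 1 mM DTT, 0.05% BSA.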
FBPA coupling cs: inhibits coupling enzyme system, counter-screen for aldolase hits; coupling enzyme system counterscreen, AmpLite Red fluorescence; activity change, negative = inhibition, % at 58.2 µM, hits read low; 0.67% of 290,000 active; in the data active = activity change below about -30%; note: % is set by controls: 0 for no effect and ±100 for the full control effect
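Coupling enzymes only (glyceraldehyde-3-phosphate) + compound, at 57.5 uM final, 10 min RT; add substrate/coupling/AmpLite Red mix, 20 min RT; fluorescence ex 525/em 598 nm. Actives flag coupling-system interference.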
PKM2 activator: increases activity of human pyruvate kinase M2; purified PKM2, Kinase-Glo ATP luminescence, activation; response scale: 0% is enzyme alone, no compound; Potency, µM (doses to about 57.5 µM), for inactives: at the top dose activation, usual class: activators; P14618; 0.34% of 260,000 active; note: potency is the fitted concentration of half-maximal effect; % is set by controls: 0 for no effect and ±100 for the full control effect; nearly all actives have a fitted effect of over 55% in size
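Purified hPK-M2 (>95% pure) converted ADP (0.1 mM final) to ATP with 0.5 mM PEP in 50 mM imidazole pH7.2, KCl, MgCl2, Tween 20, BSA; 1 h at room temperature. ATP detected by Kinase-Glo luminescence.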
GALK inh: blocks human galactokinase activity; P51570; Purified GALK, Kinase-Glo residual ATP luminescence; Potency, µM (titrated, usually from 57.5 µM), for inactives: at the highest dose activity change, negative = inhibition, usual class: inhibitors; 0.007% of 270,000 active; note: potency is the fitted concentration of half-maximal effect; % is set by controls: 0 for no effect and ±100 for the full control effect
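Compounds were pin-transferred into ATP buffer (35 uM final), then GALK plus galactose (5 nM, 100 uM final) was added. After 1 h at room temperature, Kinase-Glo Plus was added and luminescence read after 10 min.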
Menin-MLL TR inh: displaces Texas Red mutant MLL peptide from human menin; Potency, µM (series often up to 61.6 µM), without a hit: at the top dose FP activity change, negative = inhibition, usual class: inhibitors; 0.23% of 270,000 active; Menin + Texas Red MLL mutant peptide, fluorescence polarization; O00255; active = well fitted inhibition curve with a large enough effect in the polarisation, with a control signal flat, not every such curve was filed as active; inconclusive = small, poorly fitted or top-dose-only effect, or effect the other way, or a change in a side signal; inactive = no such curve, though single readings can be large or run the other way; the % refers to the polarisation; note: potency is the fitted concentration of half-maximal effect; % of control where 0% means no effect; many of its hits are not listed in these tables
* marks the source's active call; other numbers are inactive results; i = inactive; ? = inconclusive; / = no result given; [ ] = dose if it differs, or a comment. Unless noted, calls come from the whole dose curve; as a rule, active = well fitted curve in the direction sought with a large enough effect; inconclusive = small, poorly fitted or top-dose-only effect, or another doubt; inactive = no such curve, though single readings can be large; an effect the other way counts as inactive or inconclusive.

mol,KCNH2 3.1 block,TRPV1 agonist,B2AR arrestin,hERG WT inh,Giardia killer,USP2a block,CXXC DNA block,FBPA coupling cs,PKM2 activator,GALK inh,Menin-MLL TR inh
Cc1ccc(C)c(-n2c(CNC(=O)c3ccco3)nnc2SCC(=O)Nc2nnc(C)s2)c1,-9.5,/,0.4%,-8.3,-5.8,3.3%,2.0%,0.0,0.4%,1.6%,-10.8%[11.7 µM]
C=CCn1c(C(CCC(C)C)CC(C)(C)O)n[nH]c1=S (stereo not given),0.9,11.4,-0.1%,9.0,-7.2,1.7%,-4.6%,0.1,-1.1%,0.2%,-9.5%
CNC(=O)c1c(C)noc1C,-4.5,-3.3,0.2%,-0.4,-11.0,-4.2%,4.0%,-0.2,0.9%,10.0%,4.8%
CCC(C)NC(=O)Cn1c(-c2ccccc2)cc(C(C)=O)c1C (stereo not given),8.0,10.3,-0.1%,-4.4,-11.8,1.7%,15.6%,-3.1,1.9%,-3.3%,-1.3%
CCN(CC)C(=O)CN1C(=O)c2cccc3cccc(c23)C1=O,11.6,-4.0,0.3%,-1.8,-3.8,1.3%,6.8%,-1.8,-9.9%,12.9%,-13.0%
Cc1ccc(NC(=O)C2CCCN(S(=O)(=O)c3cnc[nH]3)C2)c(Br)c1 (stereo not given),0.6,-2.4,-0.2%,8.1,1.4,0.6%,0.3%,2.7,-6.8%,-4.3%,5.4%
COC(=O)CSc1n[nH]c(=S)s1,-6.7,0.1,-1.4%,i,1.8,1.2%,8.8%,0.9,2.7%,/,6.5%
O=C1C2C3C=CC(C3)C2C(=O)N1c1ccc(N2CCN(c3ccccn3)CC2)c([N+](=O)[O-])c1 (stereo not given),-1.3,13.1,-1.2%,2.0,-2.0,-1.1%,17.7%,0.2,-2.2%,-0.5%,8.8%
COc1ccc(N2C(S)=C(C#N)C(=O)NC23CCCCC3)cc1,-10.7,0.0,0.1%,5.4,15.2,-0.9%,-0.3%,7.9,1.4%,-2.6%,-0.2%
O=C(NCc1ccc(F)cc1)c1ccccc1OCc1ccccc1,-3.1,?,-0.2%,25.4,2.3,-2.7%,9.3%,-6.0,0.6%,0.6%,-15.8%
COc1ccc(CC(=O)n2nc(-c3ccc(Cl)cc3)nc2NCc2ccco2)cc1,-8.7,1.7,-0.6%,12.3,-18.1,2.0%,-6.0%,-2.6,-2.8%,-1.0%,16.1%
CC1(C)Oc2ccc(C(=O)N3CCCC3)cc2N(CC(=O)NCc2ccccc2)C1=O,-1.3,-0.9,0.3%,-3.5,13.1,-0.5%,-4.1%,-0.7,7.7%,2.3%,-8.7%
COc1ccc(-n2c(=O)c3c4c(sc3n(CC(=O)Nc3cc(C)[nH]n3)c2=O)CCC4)c(OC)c1,0.5,-0.3,0.2%,7.9,3.6,3.1%,-0.5%,2.3,-4.0%,0.7%,0.9%
Cc1ccc(CS(=O)(=O)Cc2ccc(C(=O)NCC3CCCO3)o2)cc1 (stereo not given),3.2,1.6,-0.1%,10.2,-0.1,-6.5%,-0.9%,2.8,-1.4%,-1.8%,10.5%
CCC(C)N(C(=O)COC(=O)c1nc2nc(C)cc(C)n2n1)C1CCS(=O)(=O)C1 (stereo not given),-5.2,-0.6,0.0%,-5.6,2.7,-3.7%,/,/,/,/,/
CC1(C)Cc2c(c(N3CCCC3)nc3sc4c(N5CCN(CCO)CC5)ncnc4c23)CO1,-0.1,2.2,2.8%,-1.7,20.6,-2.9%,6.8%,-4.3,-1.3%,11.9%,-5.3%
CCCCNC(=O)C1CCN(S(=O)(=O)N2CCCCCC2)CC1,-0.3,8.6,-0.6%,7.9,15.2,1.6%,1.2%,1.4,3.3%,/,-0.6%
CCC(C)NC(=O)C1c2cc(OC)c(OC)cc2C(=O)N(C)C1c1ccc(OC)cc1 (stereo not given),-11.4,4.0,0.2%,-5.3,-15.7,3.3%,12.4%,0.5,-5.1%,-2.4%,0.6%
COc1ccccc1/C=C(/NC(=O)c1ccc(Cl)cc1Cl)C(=O)O,4.0,1.6,-0.6%,-2.7,-9.9,-0.7%,2.0%,18.2,-8.2%,1.2%,-18.4%
Cc1ccc(NC(=O)c2cnccn2)c(OC(F)F)c1,6.3,-2.9,3.7%,-5.9,7.9,-0.6%,5.3%,-5.0,9.8%,1.7%,9.1%
COc1cc(NC(=S)N2CCN(CCO)CC2)cc(OC)c1,-2.3,1.9,-0.5%,-3.2,8.5,0.7%,-5.3%,1.5,-0.8%[11.5 µM],-3.9%,9.3%
CCc1cccc(NC(=O)c2cccc3c2C(=O)N(C2CCCCC2)C3)c1,5.0,22.0,-1.0%,27.9,?,1.4%,4.4%,-1.8,3.0%,-0.1%,30.4%[activator]
O=C(Cc1ccc(Br)cc1)NCCc1ccc(Cl)cc1Cl,2.4,?,-0.1%,-4.5,14.8,0.1%,6.2%,4.4,0.6%,-1.4%,-1.8%
S=C(c1c[nH]c2ccccc12)N1CCOCC1,6.8,-1.6,-0.1%,5.1,5.9,-0.9%,0.4%,11.0,-22.5%,1.1%,9.7%
Cc1cc(C)c(NC(=O)/C(C#N)=C/c2ccc(OCc3ccc(F)cc3)cc2)c(C)c1,-6.1,-0.3,0.3%,-2.7,-11.5,-1.2%,0.6%,0.1,0.9%,-0.4%,5.3%
O=C1CN(C(=O)COc2ccc(Br)cc2)c2ccccc2N1,-15.8,-1.7,0.4%,-8.1,18.0,0.4%,4.7%,0.0,3.6%,-0.3%,6.3%
c1ccc(C[C@H]2CNCCN2CCc2cccc3ccccc23)cc1,-44.0,-4.2,0.0%,5.3,-1.1,-0.8%,/,/,/,/,/
O=C(Nc1cc(S(=O)(=O)N2CCOCC2)ccc1Cl)c1ccc(=O)[nH]c1,17.6,-1.3,-0.2%,12.0,0.7,4.3%,/,/,/,/,/
O=c1[nH]c(CSc2ccccn2)nc2c1oc1ccccc12,-1.9,3.1,0.0%,23.2,13.7,2.2%,-16.0%,-3.3,-6.9%,0.2%,-22.1%
CCOc1ccc(C(C)NC(=S)NCc2ccc(Cl)cc2)cc1 (stereo not given),-7.5,?,-0.1%,12.1,-2.8,5.7%,?,-0.4,-3.6%,-1.2%,51.6%[activator]
Cc1ccc(S(=O)(=O)N2CCN(C(=O)Cc3c(F)cccc3Cl)CC2)cc1,-0.9,2.0,-0.4%,-11.0,-25.0,6.5%,/,/,/,/,/
Cc1cccc(NC(=O)C2(C)CC3c4ccccc4C2c2ccccc23)c1C (stereo not given),11.2,29.1,-0.2%,-2.9,6.4,0.5%,-6.6%,-0.4,4.8%,1.3%,0.7%
CC1(c2ccc3ccccc3c2)NC(=O)N(CC(=O)N2CCN(Cc3ccc(C#N)cc3)CC2)C1=O (stereo not given),5.0,-1.1,3.8%,16.8,13.0,-4.3%,/,/,/,/,/
CCCn1c(N)c(N(CCOC)C(=O)c2ccc(N3CCCC3=O)cc2)c(=O)[nH]c1=O,1.1,2.0,0.1%,3.3,-0.5,7.7%,/,/,/,/,/
COc1ccc(CNC(=O)CCCn2nc(C)c3c(C)n(-c4ccc(C)cc4)nc3c2=O)cc1OC,12.7,2.2,-0.5%,4.7,-10.5,0.8%,32.3%[activator],6.1,/,-4.3%,-14.7%
O=C(Nc1ccccc1C(F)(F)F)N1CCC(N2CCCCC2)CC1,14.5,-0.7,-0.3%,-8.8,-0.7,1.1%,12.0%,2.8,-1.1%,1.1%,14.6%
O=C(O)C1(c2ccccc2)CCN(S(=O)(=O)c2cccs2)CC1,13.2,0.3,0.2%,5.1,-0.7,-0.6%,-4.8%,-2.8,6.7%,-0.4%,33.3%[activator]
CN(C)CCNC(=O)/C(=N\O)c1ccccn1,-9.4,-0.2,0.1%,0.3,1.6,0.0%,-9.7%,0.4,-0.3%,-1.4%,?
CCN=C1SC(C(=O)Nc2ccccc2)CC(=O)N1CC (stereo not given),3.9,-4.5,-0.1%,-0.5,3.5,-1.5%,-6.8%,-0.5,1.2%,-1.0%,/
COc1ccc(CC(=O)NNC(=S)NCC2CC2)cc1OC,-5.3,-7.0,0.2%,4.1,-16.6,2.5%,-0.2%,0.4,-0.5%,/,/

A portion of the library; count on the stated rates, not on these rows.
